Assay outcomes as filed in PubChem BioAssay.
TSHR antagonist: Antagonists of the Thyroid Stimulating Hormone Receptor: HTS campaign; Thyrotropin receptor (Homo sapiens), P16473; TSHR-expressing cells, TSH-stimulated cAMP HTRF, 2 h; active compounds read low; activity change, negative = inhibition, % at 11.5 µM; actives 0.2% (n = 330,000);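 active = activity change below a set negative limit, meaning inhibition stronger than a set level, cut at about -70% in these data; inconclusive = activity change between two set negative limits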; note: % is set by controls: 0 for no effect and ±100 for the full control effect
Target sequence (P16473 whole entry, looked up): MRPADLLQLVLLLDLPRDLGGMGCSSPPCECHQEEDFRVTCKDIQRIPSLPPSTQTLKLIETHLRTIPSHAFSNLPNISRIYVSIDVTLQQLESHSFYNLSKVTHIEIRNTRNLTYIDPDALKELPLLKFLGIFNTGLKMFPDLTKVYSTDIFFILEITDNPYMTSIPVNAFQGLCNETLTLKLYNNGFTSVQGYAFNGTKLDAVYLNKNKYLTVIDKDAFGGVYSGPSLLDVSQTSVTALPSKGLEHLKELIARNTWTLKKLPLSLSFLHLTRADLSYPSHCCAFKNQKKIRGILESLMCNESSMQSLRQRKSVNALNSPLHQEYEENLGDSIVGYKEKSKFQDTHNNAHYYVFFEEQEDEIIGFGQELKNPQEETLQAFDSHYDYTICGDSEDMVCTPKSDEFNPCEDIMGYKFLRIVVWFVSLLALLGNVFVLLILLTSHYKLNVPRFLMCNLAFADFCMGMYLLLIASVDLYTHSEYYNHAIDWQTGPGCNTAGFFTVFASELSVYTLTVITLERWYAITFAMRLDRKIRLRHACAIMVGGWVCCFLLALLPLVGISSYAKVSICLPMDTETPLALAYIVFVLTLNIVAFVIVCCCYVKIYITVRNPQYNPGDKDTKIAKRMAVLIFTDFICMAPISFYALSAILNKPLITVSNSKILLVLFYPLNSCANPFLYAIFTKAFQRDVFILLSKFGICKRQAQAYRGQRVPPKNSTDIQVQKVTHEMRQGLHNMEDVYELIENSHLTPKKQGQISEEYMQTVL
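Freshly harvested TSHR cells receive pin-tooled compound, then EC80 TSH at 4nM final. After 2 hours at 37 deg C, antibody in lysis buffer and cAMP-d2 are added; 30 minutes at ambient temperature precede the HTRF read.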
hERG WT inh: qHTS for Inhibitors of KCHN2 3.1: Wildtype qHTS. U2OS, BacMam KCNH2, thallium flux FluxOr; active compounds read low. activity change, % at 1.84 µM. actives 0.37% (n = 340,000). Voltage-gated inwardly rectifying potassium channel KCNH2 (Homo sapiens), Q12809. AID 720551, 2013;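 active = maximum activity change below -70%; inconclusive = maximum activity change between -70% and -50%; inactive = maximum activity change above -50%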; note: % is set by controls: 0 for no effect and ±100 for the full control effect
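U2OS cells transduced with wild-type KCNH2 virus are loaded with FluxOr dye for 45 min, and thallium flux is measured in kinetic reads before and after stimulation buffer. Rate constants are normalized to DMSO controls.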
Coupling enz: qHTS Assay for Inhibitors of Fructose-1,6-bisphosphate Aldolase from Giardia Lamblia: Coupling assay counterscreen | coupling enzyme system counterscreen, AmpLite Red fluorescence | activity change, negative = inhibition, % at 58.2 µM, hits read low | actives 0.67% (n = 290,000); in the data active = activity change below about -30%; note: % is set by controls: 0 for no effect and ±100 for the full control effect
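Activity here indicates interference with the coupling reaction, not aldolase inhibition. Compounds at 57.5 uM final met coupling enzymes for 10 min at RT; substrate and AmpLite Red detection followed, with a 525/598 nm fluorescence read after 20 min.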
CXXC DNA block: qHTS Fluorescence Polarization Assay for Inhibitors of MLL CXXC domain - DNA interaction | Histone-lysine N-methyltransferase 2A (Homo sapiens), Q03164 | MLL-CXXC / FITC-HOXA9 DNA fluorescence polarization | Potency, µM (titrated, usually from 115 µM), for inactives: top-dose activity change, negative = inhibition, hits mostly inhibitors | actives 0.037% (n = 290,000) | AID 2662, 2010; active = well fitted inhibition curve with a large enough effect in the polarisation, with a control signal flat, not every such curve was filed as active; inconclusive = small, poorly fitted or top-dose-only effect, or effect the other way, or a change in a side signal; inactive = no such curve, though single readings can be large or run the other way; the % refers to the polarisation; note: potency is the fitted concentration of half-maximal effect
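Steps: dispense CXXC domain solution (7 uM) → pin compounds or unlabeled HOX-A9 DNA control → 5 min ambient → add FLSN-HOX-A9 solution (50 nM) → spin → 30 min ambient → fluorescence polarization. Tris pH 7.5/NaCl/DTT/BSA buffer.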
TCR activator: Activators of T cell receptors: qHTS campaign; primary human leukocytes, anti-CD3, IL-2 HTRF, 48 h; Potency, µM (doses to about 9.22 µM), for inactives: at the highest dose activation of IL-2 secretion, usual class: activators; 330,000 tested, under 10 active; AID 504894, 2011; note: % of control where 0% means no effect
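Primary human leukocytes were stimulated with a-CD3 beads plus compounds for 48 hr without co-stimulation; secreted IL-2 was quantified by HTRF using a-IL-2-K (europium cryptate) and a-IL-2-d2, excited at 320nm with acceptor emission read at 665nm.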
Giardia killer: Small Molecules that selectively kill Giardia lamblia: qHTS. actives 0.15% (n = 340,000). activity change, % at 7.66 µM, hits read low. Giardia lamblia trophozoite viability. AID 540267, 2011; in the data active = activity change below about -80%; inconclusive = between about -30% and that limit;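 note: parasites exposed to compound for two days anaerobically before the ATP read; % is set by controls: 0 for no effect and ±100 for the full control effect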
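Each well holds 100 Giardia trophozoites and compound. After two days (48 hrs) at 37 deg C in anaerobic conditions, ATP is quantified by luminescence.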
AT treatment: qHTS Assay for Identifying a Potential Treatment of Ataxia-Telangiectasia | […] A-T fibroblasts, KAP-1 phosphorylation AlphaLISA; neocarzinostatin DNA damage 30 min before lysis | Potency, µM (highest dose often 57.5 µM), without a hit: at the top dose activation, usual class: activators | actives 0.19% (n = 320,000) | AID 485349, 2010; note: potency is the fitted concentration of half-maximal effect; % of control where 0% means no effect; nearly all actives have a fitted effect of over 45% in size
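hTERT-immortalized A-T patient fibroblasts ([…]), 500 cells/well in OPTI-MEM, 1% FBS, got compounds for 60 min, then NCS for 30 min at 37C. Lysates were then assayed for phospho-KAP-1 by AlphaLISA (anti-pKAP1 donor, anti-KAP1 acceptor beads), 6 hr at 25C.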
BCR signal inh: qHTS Assay to Find Inhibitors of Chronic Active B-Cell Receptor Signaling; ABC-DLBCL IkBa-CBG/CBR reporter, luminescence ratio, 4 h; actives 0.05% (n = 340,000); AID 493014, 2011; Potency, µM (titrated, usually from 46.1 µM), for inactives: top-dose ratio change, negative = lower green/red ratio, most hits filed as inhibitors; active = well fitted inhibition curve with a large enough effect in the signal ratio, with a control signal flat, not every such curve was filed as active; inconclusive = small, poorly fitted or top-dose-only effect, or effect the other way, or a change in a side signal; the % refers to the signal ratio;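 note: potency is the fitted concentration of half-maximal effect; plate controls were basal doxycycline-induced cells for no effect and cells given 10 µM MG132 for full effect; MG132 reads +100%, hits lower the ratio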
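TMD8 ABC-DLBCL cells carrying doxycycline-inducible green luciferase fused to IkappaBalpha plus unfused red luciferase were exposed to compounds (up to 46 uM) for 4 hrs at 37C. Activity came from the overlap-corrected green/red luminescence ratio.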
GALK inhibitor: qHTS Assay for Inhibitors of Human Galactokinase (GALK). P51570. Purified GALK, Kinase-Glo residual ATP luminescence. Potency, µM (doses to about 57.5 µM), for inactives: at the highest dose activity change, negative = inhibition, hits mostly inhibitors. actives 0.007% (n = 270,000). AID 1868, 2009; note: potency is the fitted concentration of half-maximal effect; % is set by controls: 0 for no effect and ±100 for the full control effect
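ATP-depletion format; final 35 uM ATP, 100 uM D-galactose, 5 nM enzyme; pH 8.0 HEPES/Mg2+ buffer; 60 min RT; luminescence read 10 min after detection reagent.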
Tb PFK inh: qHTS Assay to Find Inhibitors of T. brucei phosphofructokinase; actives 0.17% (n = 330,000); Potency, µM (top dose mostly 57.5 µM), for the others: at the top dose activity, negative = inhibition, most hits filed as inhibitors; T. brucei PFK, ADP-Glo luminescence; AID 485367, 2010; ATP-dependent 6-phosphofructokinase (Trypanosoma brucei brucei), O15648;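 note: potency is the fitted concentration of half-maximal effect; 0% = uninhibited 1x PFK enzyme wells and -100% = no-enzyme wells; nearly all actives have a fitted effect of over 60% in size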
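Compounds were pin-transferred as a titration series up to 57 uM into substrate buffer (0.5 mM F6P, 0.1 mM ATP, pH 8.0), then 1.25 nM PFK was added and reactions ran 45 min before ADP-Glo detection.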
* marks the source's active call; other numbers are inactive results; ? = inconclusive; . = not tested or not shown; [ ] = dose if it differs, or a comment. Unless noted, calls come from the whole dose curve; as a rule, active = well fitted curve in the direction sought with a large enough effect; inconclusive = small, poorly fitted or top-dose-only effect, or another doubt; inactive = no such curve, though single readings can be large; an effect the other way counts as inactive or inconclusive.

SMILES	TSHR antagonist	hERG WT inh	Coupling enz	CXXC DNA block	TCR activator	Giardia killer	AT treatment	BCR signal inh	GALK inhibitor	Tb PFK inh
O=C1OCCN1CC(=O)N1CCc2c([nH]c3ccccc23)C1c1ccccn1 (stereo not drawn)	-4.6	5.5	-0.5	1.6%	-9.2%	0.8	0.1%[11.5 µM]	2.4%	-1.1%	1.7%
COCCN(C(=S)Nc1ccc(OC)cc1)C1CCN(C(C)C)CC1	15.9	5.3	-0.4	1.1%	-4.3%[46.1 µM]	-28.1	-0.5%	4.1%	0.6%	8.7%
O=C(Nc1sc2c(c1-c1nc3ccccc3[nH]1)CCCC2)C1CC1	-13.3	-0.1	0.9	17.6%	-6.3%	8.1	.	3.2%	-0.7%	3.7%
CC(=O)c1ccccc1NC(=O)COC(=O)c1ccc2c(c1)nc(C)n2-c1ccccc1	3.3	.	4.9	6.0%	11.1%[46.1 µM]	.	0.1%	?	1.1%	-0.8%
Cc1ccc(S(=O)(=O)N2CCOCC2)cc1C(=O)OCC(=O)NC1CC1	-29.5	-1.0	.	.	-4.7%	16.4	-10.4%	0.5%	.	18.1%
COc1ccc(OC)c(NC(=O)CSc2nnc(CCCO)n2-c2ccccc2)c1	2.0	19.3	1.3	-1.9%	-9.6%	-17.3	1.1%	?	-1.0%	-5.6%
COc1ccc(C2=NOC3(CC(=O)N(c4ccc(F)cc4)C3=O)C2)c(OC)c1 (stereo not drawn)	-5.4	37.6	0.9	-4.1%	-3.1%	2.0	13.5%	?	2.0%	-11.3%
COc1ccc(C(=O)NC2CCC(O)CC2)cc1S(=O)(=O)NCc1ccc(Cl)cc1 (stereo not drawn)	10.9	1.1	.	.	-0.3%	-6.1	3.3%	2.9%	.	-0.3%
CN(CC(=O)N1CCCCCC1)S(=O)(=O)c1cccc2cccnc12	3.1	11.3	6.5	-3.9%	-4.5%	-4.0	8.6%	8.5%	1.5%	-2.0%
CCCSC1=C(C#N)C(c2ccccc2C)CC(=O)N1 (stereo not drawn)	1.6	3.0	1.1	-0.1%	-2.1%	0.0	5.6%	0.3%	0.8%	-4.2%
O=[N+]([O-])c1ccccc1S(=O)(=O)Nc1nc2ccccc2s1	2.8	-6.3	5.3	-0.3%	-10.7%	-1.4	8.3%	1.3%	4.5%	-0.2%
CCN(c1cccc(C)c1)S(=O)(=O)c1ccc(-c2cc(C)no2)s1	0.4	33.1	.	6.4%	-0.1%	-5.8	3.7%	?	-5.4%	0.4%
COc1ccc(C(=O)Nc2cc3c(cc2C(=O)O)OCCCO3)c(OC)c1	-7.9	0.2	6.2	-4.5%	-0.2%	2.0	-5.7%	-18.4%	6.5%	7.1%
Fc1ccc(C2c3cccn3CCN2C(=S)Nc2cccc(F)c2)cc1 (stereo not drawn)	-2.4	4.7	-4.4	3.6%	14.8%	-26.7	2.4%	?	0.3%	-4.3%
O=C(NC(=S)Nc1ccccc1)c1cccs1	-6.1	-8.6	-3.9	12.6%	4.1%	-18.1	1.8%	-13.5%	-0.4%	-3.4%
Cc1ccc(S(=O)(=O)NCc2cn3ccsc3n2)c(C)c1	19.3	-0.4	-4.0	-8.4%	-23.8%	-12.7	7.7%	?	0.0%	0.9%
CCCN(CCC)CCCNS(=O)(=O)c1cc(Br)cc2c1N(C(C)=O)CC2	4.6	-6.5	2.6	7.6%	0.7%	14.0	0.6%	1.0%	-0.8%	-4.9%
CC(Sc1nc2ccccc2s1)C(=O)NC1CCCc2ccccc21 (stereo not drawn)	27.4	-24.3	8.1	5.0%	-3.9%[46.1 µM]	-4.7	5.7%	14.5%	-0.2%	2.9%
COCC(=O)n1nc(-c2ccc(Cl)cc2)nc1NCc1ccc(F)cc1	-15.8	5.3	-1.3	7.8%	1.6%	-5.7	-5.9%	21.5%	-1.8%	-0.7%
COc1ccccc1C(=O)NCCC(=O)Nc1cccc(C)n1	2.7	3.0	.	-9.6%	12.3%	19.3	17.0%	?	2.8%	-2.8%
O=C(Nc1cccc(NC(=O)N2CCN(c3ccccc3)CC2)c1)N1CCN(c2ccccc2)CC1	-12.3	22.3	2.7	-4.5%	-3.7%	-4.7	-1.8%	?	-0.7%	?
CCc1ccc(-c2cc(C(F)(F)F)n3nc(C(=O)Nc4c(C)nn(Cc5ccc(F)cc5)c4C)cc3n2)s1	3.6	5.1	-4.1	-0.4%	-0.7%	11.5	6.4%	-0.6%	4.7%	5.8%
CCc1cccc(NC(=O)Cn2c3[n+](c4ccc(C(F)(F)F)cc42)CCCCC3)c1	3.9	0.2	-0.5	10.9%	-3.7%[46.1 µM]	4.4	4.3%	?	2.9%	0.8%
Cn1c(=O)c2c(nc(Sc3ncccn3)n2Cc2ccc(Cl)cc2)n(C)c1=O	-4.3	2.1	0.2	-7.1%	-1.7%	1.6	10.9%	?	2.3%	-4.5%
O=c1[nH]c(SCc2ccccc2Cl)nc2c1CCCC2	16.8	8.7	6.8	12.7%	3.5%	9.5	3.0%	0.9%	2.4%	0.0%
Cc1nc(N2CCN(C)CC2)c2c(C)c(C(=O)Nc3ccc(F)cc3)sc2n1	0.4	16.5	0.7	-5.6%	-0.5%	42.1[activator]	4.4%	-18.7%	-2.0%	3.0%
Cc1cc(=O)[nH]c(SCc2ccccc2)n1	22.8	1.6	0.1	-16.5%	1.4%	19.2	1.7%	-3.0%	4.5%	-4.9%
COc1ccc(CCNC(=O)c2cc(-c3ccc(C)cc3O)n[nH]2)cc1OC	-13.1	2.7	2.2	-24.5%	0.0%	11.8	0.8%	?	2.7%	-2.6%
COc1cccc(CN2C(=O)C(C)N(C(=O)c3c(F)cccc3F)c3ccccc32)c1 (stereo not drawn)	-12.9	2.2	-1.4	5.1%	-9.9%	-0.2	3.3%	?	-1.1%	2.9%
COc1ccccc1C(CNC(=O)c1ccc(NS(=O)(=O)c2ccc(F)c(C)c2)cc1)N(C)C (stereo not drawn)	25.6	3.6	.	6.2%	1.9%	3.2	-9.5%	3.1%	-8.2%	0.2%
Cc1cc(C)c2c(=O)[nH]c(SCC(=O)N3CCOCC3)nc2n1	16.2	4.5	-0.5	-4.0%	3.2%	21.6	-0.4%	?	-3.3%	9.2%
CC(=C/C(=O)O)/C=C/c1ccco1	-4.6	-12.7	-1.6	3.0%	0.6%	-3.5	-1.5%	?	.	-9.3%
COc1ccc(C2NC(=O)CCC2[N+](=O)[O-])c(OC)c1OC (stereo not drawn)	20.3	-19.5	1.5	7.6%	.	0.9	-5.0%	0.3%	-0.5%	-1.1%
COC(=O)CCC(=O)NNC(=O)Cc1ccccc1	0.2	-6.5	-3.5	-7.7%	-2.3%	-12.8	2.6%	0.2%	-2.2%	1.4%
COC(=O)c1c(-c2cc(C)ccc2C)csc1NC(=O)C1CC=CCC1C(=O)O (stereo not drawn)	-10.2	2.9	8.1	7.6%	-14.5%	-9.6	5.1%	-1.6%	-0.6%	3.7%
Cc1ccc(S(=O)(=O)C(C#N)c2nc3ccccc3nc2OCCO)cc1 (stereo not drawn)	0.2	.	5.1	?	-0.6%	1.5	-17.4%	7.4%	3.2%	3.1%
COC(=O)C(Cc1ccccc1)NC(=O)CNC(=O)c1ccc(Br)o1 (stereo not drawn)	2.4	1.7	.	.	-5.2%	26.6	-7.0%	2.9%	.	-5.5%
COc1ccc(CN2CCN(C(=O)c3cccnc3)CC2)cc1Br	-2.4	15.4	0.0	-3.9%	2.3%	-0.9	-3.8%	3.7%	2.0%	-16.8%
COc1ccc(CCNc2nc3ccccc3n3cnnc23)cc1OC	6.5	2.1	0.1	81.3%[activator]	2.4%	6.9	-4.1%	?	-2.4%	1.9%
COc1ccc(N2C(=O)CC(NC3CCCCNC3=O)C2=O)cc1 (stereo not drawn)	-3.8	-16.1	-0.3	7.4%	-6.0%[46.1 µM]	10.6	.	?	-0.5%	14.2%

Hits appear at their usual frequency, and some 1.6% of all compounds hit somewhere here.
